ROMK primary = human ROMK K+ channel modulation, primary screen. 2% of 130,000 active. P48048. B-score at 10 µM. AID 1918. Tet-inducible ROMK, thallium flux fluorescence; actives lie on both sides;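 active = signal ratio slope over the read window, or its plate-corrected B-score, at least 3 SD from the plate mean, either direction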;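 note: B-score of the F/F0 ratio slope over 7 to 12 s after thallium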
SRC2 TRFRET art = flags TR-FRET format artefacts in PPARgamma SRC-2 recruitment agonist screen. TR-FRET artefact counter-screen; stronger effect = higher value. TR-FRET ratio at 8 µM. 0.4% of 200,000 active; in the data active = TR-FRET ratio above about 2000; note: inactives centre near 1500
Diaphorase act = diaphorase activation or chemical reduction counter-screen | Diaphorase/resazurin coupled assay, resorufin fluorescence, 16 min; stronger effect = higher value; 1 = vehicle wells, 0 = NADH-free wells | activation factor at 20 µM | 0.005% of 190,000 active;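 active = diaphorase activity raised at least twofold by the compound at 20 µM; inactive = activation factor below 2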
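Test system: Clostridium kluyveri diaphorase, purified enzyme. Buffer or medium: 50 mM HEPES pH 7.4 buffer plus MgCl2 and Tween 20. Also added: 0.114 mM NADH and 0.1 mM resazurin, final amounts. Dosing: compound 20 µM once, DMSO 1%. Schedule: 16 min enzyme reaction, ambient temperature. Detection: fluorescence of resorufin, 544 nm excitation, 590 nm emission.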
Diaphorase inh = inhibits diaphorase or chemically oxidizes, flagging diaphorase assay artifacts | diaphorase resazurin-to-resorufin fluorescence, NADH, 16 min; bacterial (C. kluyveri) enzyme, not human | 0.69% of 190,000 active | inhibition, % at 20 µM | AID 1217;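 active = primary screen inhibition at 20 µM above a set limit, cut at about 50% in these data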;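 note: plate controls were DMSO with full reaction for no effect and wells lacking NADH for full effect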
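Assay system: diaphorase enzyme from Clostridium kluyveri; Input: enzyme working solution with 0.14 U/mL diaphorase; Timing: 16 min at room temperature; Technique: resorufin fluorescence, excitation 544 nm, emission 590 nm; Benchmarks: positive control minus NADH, DMSO neutral control.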
PPARg SRC-3 ag = promotes SRC-3 coactivator recruitment by human PPARgamma. P37231. biochemical PPARgamma/SRC-3 coactivator recruitment assay. activation, % at 8 µM. 0.26% of 200,000 active; in the data active = activation above about 23%;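 note: 0% = DMSO and 100% = reference agonist; some compounds past the cut are filed as inactive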
PPARg SRC2 recr = agonists of SRC-2 recruitment by human PPARgamma. PPARgamma LBD-SRC-2 recruitment, biochemical. activation, % at 8 µM. 0.34% of 200,000 active. AID 1032; in the data active = activation above about 22%;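 note: 0% = vehicle and 100% = reference agonist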
S1P3 antagonist = blocks the human S1P3 receptor. CHO S1P3 NFAT-BLA reporter, FRET fluorescence, antagonist mode. Q99500. AID 485. 0.27% of 170,000 active. inhibition, % at 4.98 µM;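 active = inhibition above the plate cutoff, the mean inhibition of test wells on that plate plus 3 SD, cut at about 28% in these data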;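 note: cells challenged with S1P at its EC80 of 0.8 µM; blue over green emission ratio from cleaved BLA substrate after 4 h stimulation; 0% = S1P-stimulated wells and 100% = unstimulated DMSO-only wells; some compounds past the cut are filed as inactive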
Target sequence (Q99500 whole entry, looked up): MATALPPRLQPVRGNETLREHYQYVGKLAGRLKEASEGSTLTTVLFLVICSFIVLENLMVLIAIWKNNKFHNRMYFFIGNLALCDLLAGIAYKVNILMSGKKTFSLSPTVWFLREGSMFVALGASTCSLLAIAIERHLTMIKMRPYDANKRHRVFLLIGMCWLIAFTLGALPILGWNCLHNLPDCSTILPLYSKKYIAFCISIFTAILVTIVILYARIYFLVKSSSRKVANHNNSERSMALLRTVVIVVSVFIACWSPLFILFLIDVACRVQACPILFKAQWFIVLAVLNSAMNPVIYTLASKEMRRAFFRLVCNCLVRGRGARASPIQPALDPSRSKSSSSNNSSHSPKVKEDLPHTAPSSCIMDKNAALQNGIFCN
PPARg SRC-1 ag = PPARgamma-driven SRC-1 recruitment agonism. PPARgamma-SRC-1 coactivator recruitment biochemical assay. activation, % at 8 µM. 0.41% of 200,000 active. AID 631; in the data active = activation above about 19%;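 note: 0% = DMSO and 100% = reference agonist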
PMI act = phosphomannose isomerase (human) activation. activation factor at 20 µM. AID 1214. purified human PMI, coupled resazurin fluorescence, 20 min; stronger effect = higher value; 1 = vehicle control, 0 substrate-free wells. 0.005% of 190,000 active;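 active = activation factor of 2 or more at 20 µM, relative to plate controls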
Target sequence (P34949 whole entry, looked up): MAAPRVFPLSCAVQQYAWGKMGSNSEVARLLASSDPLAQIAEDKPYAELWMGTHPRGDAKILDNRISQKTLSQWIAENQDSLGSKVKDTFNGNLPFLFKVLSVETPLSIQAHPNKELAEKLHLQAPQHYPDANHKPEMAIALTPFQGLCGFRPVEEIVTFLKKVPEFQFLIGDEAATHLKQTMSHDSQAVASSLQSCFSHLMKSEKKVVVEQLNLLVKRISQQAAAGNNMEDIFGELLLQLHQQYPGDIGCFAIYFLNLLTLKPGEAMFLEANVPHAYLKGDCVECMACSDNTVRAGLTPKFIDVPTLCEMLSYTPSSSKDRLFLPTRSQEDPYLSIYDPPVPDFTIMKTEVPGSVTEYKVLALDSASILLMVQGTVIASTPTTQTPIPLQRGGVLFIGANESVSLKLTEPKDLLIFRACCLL
PMI act hi M6P = PMI (human) activation, high substrate; P34949; coupled PMI enzyme assay, resazurin fluorescence, 20 min; stronger effect = higher value; 1 = untreated enzyme, 0 = substrate-free blank; activation factor at 20 µM; 0.34% of 190,000 active;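 active = activation factor of 2 or more at 20 µM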
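Technique: Diaphorase-driven resazurin-to-resorufin fluorescence, excitation 544, emission 590 nm | Assay system: Human PMI in coupled enzyme assay | Times: Enzyme reaction with compound 20 min at room temperature | Medium: HEPES-buffered pH 7.4 with magnesium and detergent | Reagent: Mannose-6-phosphate 1.0 mM (near-saturating) plus 0.22 mM NADP+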
G6PDH counter = L. mesenteroides G6PDH inhibition counter-screen | Purified L. mesenteroides G6PDH, diaphorase/resazurin coupled fluorescence, 45 min | inhibition, % at 5 µM | 0.12% of 200,000 active | AID 1020; in the data active = inhibition above about 50%
Numbers without * were called inactive; · = no result given.

Molecule	ROMK primary	SRC2 TRFRET art	Diaphorase act	Diaphorase inh	PPARg SRC-3 ag	PPARg SRC2 recr	S1P3 antagonist	PPARg SRC-1 ag	PMI act	PMI act hi M6P	G6PDH counter
CCOc1ccc(NC(=S)NC(=O)/C=C/c2ccc(OC)cc2)c([N+](=O)[O-])c1	0.77	1560	0.9	15	0	-2	-5	-2	0.9	1	6
COc1ccc2cnn(-c3ccccc3)c(=O)c2c1OC	0.85	1470	0.8	24	0	10	·	-1	0.8	0.9	-10
Cc1ccc2oc(=O)c3cnn(CC(=O)NCCc4ccsc4)c3c2c1	·	1488	0.9	6	-3	-1	-20	1	1.1	1	0
O=C(/C=C/c1ccc(Br)cc1)NC(=S)NNC(=O)c1ccco1	-2.6	1443	0.7	35	5	-2	·	2	1	1.1	0
COc1ccc(C(=O)NCc2ccc(S(N)(=O)=O)cc2)cc1[N+](=O)[O-]	-13*	1644	0.9	6	8	8	-17	3	1	1	-4
CCCCNC(=O)/C(C#N)=C/c1cccnc1	-3.3*	1625	1	2	5	9	1	8	0.9	1	5
CCCC(=O)NC(=S)Nc1ccc(N2CCN(C(=O)c3cccs3)CC2)cc1	-0.33	1584	0.9	14	5	4	22	9	1	1	2
CCOC(=O)c1c(C)[nH]c(C(=O)OCC(=O)Nc2cc(C)c(Cl)cc2OC)c1C	-0.27	1572	1	0	6	5	·	2	1	1.1	3
COc1cc2cc(Oc3ccc4ccc(=O)oc4c3)c(=O)oc2cc1OC(C)=O	·	1613	0.9	5	-1	4	-8	7	1	1.1	11
C/C(CC(=O)Nc1ccccn1)=N\NC(=O)c1ccc2ccccc2c1	-0.32	1415	1	4	-3	-7	-16	-1	0.8	0.9	13
Cc1ccc(-c2cc(C(F)F)nc(N3CCOCC3)n2)cc1	0.6	1674	0.8	18	0	-4	2	-1	0.9	1	12
Cc1ccnc(NC(NC(=O)C(C)C)(C(F)(F)F)C(F)(F)F)c1	-0.22	1848	0.9	11	5	8	-4	14	0.9	0.9	3
COc1ccc(S(=O)(=O)n2nc(OC(=O)c3c(-c4ccccc4Cl)noc3C)cc2N)cc1	0.47	1439	0.9	7	-8	-3	-19	-9	0.9	0.9	14
CCCCCn1c(=O)[nH]c2cc(C(=O)NCc3ccc4c(c3)OCO4)ccc2c1=O	·	1737	1	-1	1	3	·	11	1.1	0.9	6
CCc1ccc2ncc(C(=O)c3ccccc3)c(N3CCOCC3)c2c1	-0.51	1568	1.1	-6	3	0	-5	7	1.3	1.1	3
CCOCCc1nnc(NC(=O)c2cc(OC)c(OC)cc2[N+](=O)[O-])s1	0.1	1656	0.9	12	0	-1	-9	11	0.9	0.8	16
CCOC(=O)CN(c1ccccn1)S(=O)(=O)c1ccc(OC)cc1	0.44	1760	1	4	4	-3	0	6	1	1.1	2
C=C1c2cc(CC)ccc2NC(=O)N1c1ccc(C)cc1	·	1551	0.9	7	5	-4	2	3	1.8	2.1*	2
CN(CC(=O)NC(c1ccccc1)c1ccccc1)Cc1nc2ccccc2c(=O)[nH]1	-0.84	1259	1	4	1	-1	·	0	1	1	-1
CCc1ccccc1-n1cnc2cc(C(=O)O)ccc21	1.1	1497	1.1	-9	-7	-5	-5	1	1.1	1.1	6

(list continues)
Molecule	ROMK primary	SRC2 TRFRET art	Diaphorase act	Diaphorase inh	PPARg SRC-3 ag	PPARg SRC2 recr	S1P3 antagonist	PPARg SRC-1 ag	PMI act	PMI act hi M6P	G6PDH counter
O=C(Nc1ncc2c(n1)CC(c1ccccc1)CC2=O)c1ccco1 (stereo not given)	·	1516	0.7	26	-1	-4	-27	1	1	1	6
O=C(Nc1ccccc1)/C(=C\c1ccncc1)NC(=O)c1ccccc1	0.87	1526	1	-5	-2	13	·	3	1	1.1	2
CN(C)CCNC(=O)CCCNC(=O)Cn1cnc2sc3c(c2c1=O)CCCC3	0.025	1600	1	1	0	1	·	4	1.1	1.1	2
Cc1ccc(Cn2nc(C)c(NC(=O)CSc3n[nH]c(C)c3[N+](=O)[O-])c2C)cc1	-0.12	1587	0.8	16	3	2	-18	-6	0.9	0.9	-3
CN(C)N1C(=O)CC(N2CCCC2)C1=O (stereo not given)	1.5	1611	0.9	14	1	5	7	3	0.9	0.9	16
CCCNS(=O)(=O)c1ccc(OCC(=O)N2CCN(c3ccccc3)CC2)cc1	0.11	1440	0.8	15	5	3	-2	11	0.9	0.9	12
COc1ccccc1Oc1nc([N+](=O)[O-])nn1CC(N)=O	-0.51	1459	1.1	-11	0	6	-8	12	1.1	1.1	-2
Cc1sc(NC(=O)C2CCCC2)c(C#N)c1C	-0.23	1526	1	5	2	5	-7	2	0.8	1	0
Cn1nnnc1SCC(=O)Nc1ccccc1C(=O)NCc1ccccc1	·	1383	0.8	17	3	3	-8	-3	0.9	0.9	-6
CCOc1ccc2cc(C#N)c(SCC(=O)N3CCOCC3)nc2c1	-1.1	1706	0.8	17	16	7	-30	7	0.9	0.9	0
CCCn1c(SCC(=O)NCc2ccco2)nc2c1c(=O)n(C)c(=O)n2C	-0.31	1599	0.8	18	5	9	-6	2	0.9	0.9	-19
Cc1c(NC(=O)C(C)OC(=O)c2cccs2)c(=O)n(-c2ccccc2)n1C (stereo not given)	0.088	1692	0.9	11	2	1	-5	5	1.1	1	8
c1nc(NC2CCCC2)c2[nH]cnc2n1	·	1666	0.8	21	8	0	-14	3	0.9	0.8	-7
CCOc1ccc(Br)cc1S(=O)(=O)Nc1ccc(C(=O)Nc2ccccc2OC)cc1	0.77	1649	0.8	20	3	9	-2	-3	0.9	0.8	19
CCC(=O)NC(c1ccccc1)c1c(OC(C)=O)ccc2ccccc12 (stereo not given)	-0.18	1413	0.8	16	4	2	4	4	0.9	0.9	8
CCOC(=O)c1sc(NC(=O)CSc2nnnn2-c2ccccc2)c(C(=O)OCC)c1C	0.88	1453	0.9	14	-8	-2	·	4	0.9	0.9	4
CCOC(=O)c1cc2sccc2n1CC(=O)Nc1ccc(OC)c(OC)c1	0.49	1539	1	2	8	13	-1	17	0.9	1	11
CN(CCNS(=O)(=O)c1ccc2c(c1)oc(=O)n2C)Cc1ccccc1	·	1647	0.9	10	6	2	-20	6	0.9	0.9	-19
Cc1ccc(NC(=O)C2CCN(S(C)(=O)=O)CC2)cc1C	1.6*	1511	0.9	9	-1	-1	·	-5	1	0.9	-3
OCC1(Cc2cccc(F)c2)CCN(Cc2ccc3cccc(F)c3n2)CC1	-0.95	1466	·	·	1	3	-14	2	·	·	18

Remaining list, next part.
Molecule	ROMK primary	SRC2 TRFRET art	Diaphorase act	Diaphorase inh	PPARg SRC-3 ag	PPARg SRC2 recr	S1P3 antagonist	PPARg SRC-1 ag	PMI act	PMI act hi M6P	G6PDH counter
Cn1nnnc1NCc1cccc(Cl)c1Cl	0.032	1404	0.9	10	2	1	-8	-6	0.9	0.9	12
Cc1ccccc1OCCCn1c(=O)sc2ccccc21	·	1528	0.8	25	3	1	·	-2	0.9	0.9	-3
Cc1cc(O)cc(O)c1C(=O)Cc1ccccc1	-1.5	1632	0.9	11	0	-2	6	2	1	1	1
CCn1nnc(NC(=O)c2cccnc2Cl)n1	0.026	1673	1	4	6	8	·	2	1	1	2
Cc1cccc(C(=O)NC2CCCc3ccccc32)c1 (stereo not given)	-0.017	1731	0.9	6	1	0	9	5	1	1.1	12
Cc1ccc(S(=O)(=O)NCC(=O)OCC(=O)Nc2ncc(Cl)cc2Cl)cc1	0.019	1585	0.8	16	-3	3	-17	8	1	1	-36
CC1(C)Cc2cccc(OCC(N)=O)c2O1	·	1412	1	0	10	-5	·	0	1.2	1.1	9
Cc1ccccc1Nc1nccc(N(C)C)c1C#N	1.5	1794	1.1	-8	3	15	-20	4	0.9	1	11
COc1ccc(/C=C(/NC(=O)c2ccccc2)C(=O)N/N=C/c2ccncc2)c(OC)c1	0.29	1627	0.9	6	2	16	-8	0	0.8	0.9	5
O=C(Nc1nccs1)c1cc2sccc2n1Cc1ccc(Cl)cc1	·	1722	0.9	6	14	9	·	2	1	1	-4
C/C(=N/NC(=O)c1cccs1)c1cccc(N)c1	-0.04	1601	0.9	9	3	11	-10	7	1	1	9
Cc1ccc(Sc2ncccc2COC(=O)Nc2ccccc2)cc1	·	1353	0.8	23	-2	0	·	1	0.8	0.9	-2
CCN1CCCC(OC(=O)c2cc(-c3ccccc3Cl)nc3ccccc23)C1 (stereo not given)	1.6	1643	0.8	17	2	6	-9	5	1.1	1	3
Cc1cnccc1CNC(=O)CC1C(=O)NCCN1CC(C)(C)C (stereo not given)	-0.51	1548	0.9	5	-1	6	1	4	1.1	0.9	14
Cc1cc(C(=O)CSc2nnnn2-c2ccccc2)c(C)n1CCc1ccccc1	·	1466	0.9	10	8	2	·	7	1.1	1.1	2
O=C(c1ccccc1)N1CCN(C(=O)N2CCCCC2)CC1	·	1480	1	5	-3	6	-1	2	1	1	0
c1ccc2c(c1)CC1(CCCC1)n1nnnc1-2	-0.3	1635	0.9	14	-10	5	0	8	1	1	-1
COc1ccccc1-c1noc(-c2ccncc2)n1	·	1495	0.8	16	-8	-4	-36	1	0.8	0.8	4
COc1ccc([N+](=O)[O-])cc1COc1ccc2c(-c3ccccc3)cc(=O)oc2c1	·	1570	0.9	6	11	9	·	2	1.1	1	-1
COc1cc(/C=N/N=C/c2cc(OC)c(O)c(OC)c2)cc(OC)c1O	·	1463	0.9	7	10	10	-9	9	0.9	0.9	6

The results go on.
Molecule	ROMK primary	SRC2 TRFRET art	Diaphorase act	Diaphorase inh	PPARg SRC-3 ag	PPARg SRC2 recr	S1P3 antagonist	PPARg SRC-1 ag	PMI act	PMI act hi M6P	G6PDH counter
O=C(c1ccco1)N1CCN(c2ccc(S(=O)(=O)N3CCCC3)cc2)CC1	·	1575	0.9	12	1	-2	-5	2	1	1	-2
COC(=O)c1nnn(CC(=O)NC(=O)Nc2cccc(C)c2C)c1C(=O)OC	-0.89	1720	0.9	8	8	7	-7	8	1	1	2
Cc1cc(C)n(CC(O)CN2c3ccccc3Sc3ccccc32)n1 (stereo not given)	-0.51	1403	0.8	16	11	6	11	2	1	1	7
CC(=O)Nc1ccc(S(=O)(=O)NCc2csc(C)n2)cc1	·	1460	1	1	-1	-6	-8	6	1.1	1.1	10

Records above shown as hits in PMI act hi M6P.
SMILES | ROMK primary | Diaphorase inh | PPARg SRC-3 ag | PPARg SRC2 recr | S1P3 antagonist | PPARg SRC-1 ag | PMI act | PMI act hi M6P
C=C1c2cc(CC)ccc2NC(=O)N1c1ccc(C)cc1 | · | 7 | 5 | -4 | 2 | 3 | 1.8 | 2.1*

Screening results from PubChem.

Rows were taken by chance. About 3.3% of those tested had a hit in this group.
